Source: PubChem BioAssay
hIAP activ: human IAP activation; purified human IAP, CDP-Star luminescence, 30 min; hits give high values; 1 = vehicle-only enzyme, 0 = enzyme-free background; activation factor at 10 µM; hit rate 0.16% among 330,000;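 active means activation factor of the enzyme at least 2-fold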; further: the source names both 10 and 20 µM as test concentration; values of inactives mirror those of a sister screen read the other way
Target sequence (P09923 whole entry, looked up): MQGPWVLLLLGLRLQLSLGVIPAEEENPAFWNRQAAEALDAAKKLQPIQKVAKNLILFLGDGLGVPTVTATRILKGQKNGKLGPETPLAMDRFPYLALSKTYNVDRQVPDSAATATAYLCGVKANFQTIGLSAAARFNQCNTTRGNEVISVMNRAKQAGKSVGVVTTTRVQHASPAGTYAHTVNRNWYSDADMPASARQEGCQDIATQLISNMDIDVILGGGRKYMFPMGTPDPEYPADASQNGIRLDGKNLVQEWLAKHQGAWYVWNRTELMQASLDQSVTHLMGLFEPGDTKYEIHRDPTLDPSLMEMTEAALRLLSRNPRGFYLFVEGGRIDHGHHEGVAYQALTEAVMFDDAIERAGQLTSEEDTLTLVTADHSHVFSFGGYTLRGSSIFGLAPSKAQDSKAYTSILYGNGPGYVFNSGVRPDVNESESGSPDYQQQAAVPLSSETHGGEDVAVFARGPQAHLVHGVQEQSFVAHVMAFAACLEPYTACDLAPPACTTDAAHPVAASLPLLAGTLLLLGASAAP
mIAP inh: blocks mouse intestinal alkaline phosphatase. purified mouse IAP, CDP-Star luminescence, 30 min. inhibition, % at 10 µM. hit rate 0.2% among 330,000;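 active means inhibition of at least 40% at 10 µM in the primary screen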;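 further: plate controls were DMSO with enzyme for no effect and no enzyme wells for full effect; values of inactives mirror those of a sister screen read the other way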
NALP3 yeast inh: blocks the NALP3 inflammasome reconstituted in yeast. Yeast reconstituted NLRP3/ASC/caspase-1, beta-gal luminescence, 24 h. inhibition, % at 10 µM. hit rate 0.39% among 330,000. AID 2825;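 active means inhibition of 50% or more; inactive means inhibition below 50%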;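 further: plate controls were induced DMSO wells for no effect and uninduced yeast grown without galactose for full effect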
A3G deaminase: APOBEC3G (human) deaminase inhibition; Q9HC16; recombinant A3G, ssDNA deamination FAM/TAMRA fluorescence; inhibition, % at 20 µM; hit rate 0.28% among 330,000; AID 493012;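 active means inhibition of at least 40% at 20 µM, with no more than 30% in the related APOBEC3A deaminase screen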;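 further: plate controls were DMSO wells with A3G for no effect and wells lacking A3G enzyme for full effect; some compounds called inactive have numbers as strong as hits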
hIAP inh: human IAP inhibition | P09923 | hit rate 0.12% among 330,000 | inhibition, % at 10 µM | purified IAP, CDP-Star luminescence, 30 min;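 active means inhibition reaching a set limit with compound at 10 µM in the primary screen, cut at about 35% in these data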;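 further: plate controls were DMSO wells with enzyme for no effect and no-enzyme buffer wells for full effect; values of inactives mirror those of a sister screen read the other way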
APOBEC3A inh: inhibitors of human APOBEC3A DNA deaminase; recombinant A3A, FAM/TAMRA ssDNA deamination fluorescence; inhibition, % at 20 µM; AID 493011; P31941; hit rate 0.41% among 330,000;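 active means at least 40% inhibition at 20 µM here, with at most 30% in a related deaminase screen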;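 further: plate controls were A3A with DMSO for no effect and wells lacking A3A enzyme for full effect; some results filed as inactive read as strong as hits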
Target sequence (P31941 whole entry, looked up): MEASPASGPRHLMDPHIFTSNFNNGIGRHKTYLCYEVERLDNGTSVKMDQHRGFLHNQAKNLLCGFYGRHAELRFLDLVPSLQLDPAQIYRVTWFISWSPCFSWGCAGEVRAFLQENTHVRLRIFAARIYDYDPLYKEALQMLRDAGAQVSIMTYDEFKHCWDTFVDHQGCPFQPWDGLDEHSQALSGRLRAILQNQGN
mIAP activ: increases mouse intestinal alkaline phosphatase activity. muIAP, CDP-Star luminescence, 30 min; hits give high values; 1 = vehicle-only enzyme signal, 0 = enzyme-free wells. activation factor at 10 µM. hit rate 0.24% among 330,000. AID 2805;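 active means activation factor of at least 2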; further: the source names both 10 and 20 µM as test concentration; values of inactives mirror those of a sister screen read the other way
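also added = chemiluminescent substrate CDP-Star | test system = mouse IAP enzyme | signal = chemiluminescence readout | compound = DMSO-dissolved test compounds | incubation = 30 min at room temperature | benchmarks = DMSO wells, no-enzyme wells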
MIN6 prolif: inducers of beta-cell replication in MIN6 cells | MIN6 cells proliferation, ATPlite luminescence, 48 h; cells starved in 0.2% serum; 100% = growth in 10% serum | hit rate 0.29% among 330,000 | proliferation, % at 10 µM | AID 2380;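 active means compounds whose signal lies at least 3.5 SD above the mean of all wells on their plate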;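 further: 0% = DMSO-treated cells in low-serum medium and 100% = 10% serum control; some compounds called inactive have numbers as strong as hits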
SENP1 inh: SENP1 (human) catalytic domain inhibition; inhibition, % at 10 µM; AID 624204; recombinant SENP1 catalytic domain, CyPet-SUMO1-YPet FRET cleavage; Q9P0U3; hit rate 0.21% among 360,000;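 active means inhibition at least 30% at 10 µM, raw YFP signal under a set limit, fluorescence ratio 0.5 to 1.5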;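 further: 0% = enzyme with DMSO and 100% = no enzyme wells; some results filed as inactive read as strong as hits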
Target sequence (Q9P0U3 419-644 limits assumed): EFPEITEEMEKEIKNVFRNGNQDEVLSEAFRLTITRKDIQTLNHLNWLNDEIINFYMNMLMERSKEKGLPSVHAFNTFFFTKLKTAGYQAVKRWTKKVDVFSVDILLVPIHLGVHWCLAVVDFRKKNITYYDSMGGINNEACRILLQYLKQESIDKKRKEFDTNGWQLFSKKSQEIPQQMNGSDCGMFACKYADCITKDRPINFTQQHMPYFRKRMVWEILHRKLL
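Material: hSENP1 catalytic domain, recombinant; medium: Tris pH 8 with BME, BSA, NP40 and catalase; compound: single concentration of 10 µM compound, 0.5% DMSO final; technique: FRET read of cyan and yellow fluorescence; timing: 50 min enzyme reaction, room temperature, light-protected; reagent: SFCypet-SUMO1-SFYpet substrate at 25 nM; control set: no-enzyme low, enzyme-DMSO high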
* = called active by the depositor; · = no result given. The list is partial. The share of hits here may be higher or lower than overall.

SMILES	hIAP activ	mIAP inh	NALP3 yeast inh	A3G deaminase	hIAP inh	APOBEC3A inh	mIAP activ	MIN6 prolif	SENP1 inh
CC(C)(C)c1csc(NC(=O)Nc2ccccc2)n1	0.84	-65	38	-8	16	-2	1.7	-4	0
Cc1cc(CNC(=O)COc2cc(F)ccc2[N+](=O)[O-])c2ccccc2n1	1	0	10	1	-3	2	1	-2	0
Cc1ccc(N(C(=O)Cn2nnc(-c3ccc(F)cc3)n2)C(CC(C)C)C(=O)NCC2CCCO2)cc1 (configuration not stated)	1	-4	-2	-2	0	0	1	-4	1
CCn1c(C)nc2cc(C(=O)NNC(=O)Nc3ccc(Cl)c(Cl)c3)ccc21	1.4	-7	18	1	-41	1	1.1	0	·
CCC(C(N)=NCCc1ccc(OC)c(OC)c1)c1ccccc1 (configuration not stated)	1	10	2	-2	-4	3	0.9	2	0
COc1ccc(CCNC(=S)NCCc2c[nH]c3ccccc23)cc1	1.1	-74	25	-11	-8	-9	1.7	-4	4
C=CCOc1ccc(CN(C)C(=O)CN2C(=O)c3ccccc3C2=O)cc1	0.91	0	23	-6	9	-1	1	-2	-1
O=C(Cn1nnc(-c2cccc(C(F)(F)F)c2)n1)NC1CCCC1	1	-2	0	-7	0	-4	1	-3	1
NC(=O)c1ccsc1NC(=O)c1ccc(S(=O)(=O)N2CCCCC2)cc1	1.1	14	15	-6	-6	1	0.86	0	3
O=C1NC2=C(C(=O)CCC2)C(c2ccc(OC(F)F)cc2)N1 (configuration not stated)	0.99	-5	15	-1	1	3	1.1	0	-4
C/C(CC(=O)Nc1ccc(Cl)cc1Cl)=N\NC(=O)C(=O)NCCO	1.1	5	21	-5	-6	1	0.95	0	0
CC(C)Oc1ccc(C(=O)Nc2cc(S(=O)(=O)N3CCOCC3)ccc2N2CCOCC2)cc1	1	6	18	-10	-5	-3	0.94	-4	2
O=C(CC(SCCO)c1ccc(F)cc1)c1ccco1 (configuration not stated)	0.99	5	-2	-6	1	-3	0.95	-4	-1
CCC1=C(OC(=O)N(CC)CC)N2C(=O)OC(=NCC(=O)OC)[C@]2(Cc2ccccc2)[C@H]2C1=CC[C@H]1C(=O)NC(=O)[C@H]12	1.1	-8	16	-2	-9	0	1.1	3	2
COc1cccc(CN2CCc3ccc(NC(=O)CCc4ccc(C)cc4)cc3C2)c1O	1.2	-18	18	-3	-23	-2	1.2	-5	-1
CC(=O)c1cc2c(C)c(C(=O)c3ccccc3)oc2cc1O	1.1	1	32	-5	-9	-5	0.99	-1	79
CCOC(=O)N1CCN(C(=O)CSc2ccc3nnc(CCNC(=O)c4ccccc4)n3n2)CC1	1.1	-9	14	-8	-8	-3	1.1	2	3
Cc1nc2ccccc2n1CC(O)Cn1c2ccccc2c2ccccc21 (configuration not stated)	0.97	-12	15	-4	3	-1	1.1	-5	5
Cc1cccc(NC(=S)N2CCCCC2)c1	1	-7	10	-3	-1	8	1.1	0	1
CCOc1cccc2cc(-c3nnc(NCc4ccco4)s3)c(=O)oc12	1.1	-2	2	5	-6	4	1	-5	-20
COc1ccc(C(=O)N2CCC(C(=O)Nc3ccc4c(c3)OCCO4)CC2)cc1	0.96	-2	9	-5	4	1	1	-2	-1
O=C(Nc1cccc(NC(=O)C2CC2)n1)C1CC1	1.1	-8	14	1	-6	5	1.1	0	-5
CCCC[n+]1ccn(-c2nc3ccccc3nc2[N-]S(=O)(=O)c2ccccc2)c1	1.1	-7	1	-5	-5	-4	1.1	2	-124
O=C(Nc1nccs1)C1CCN(S(=O)(=O)c2ccc(F)cc2)CC1	0.82	5	14	-5	18	-5	0.95	2	1
COc1ccc(/C=C/C(=O)c2ccc([N+](=O)[O-])o2)cc1	0.88	3	5	0	12	4	0.97	-8	-31
O=C(O)c1cccc(Cn2c(Cl)c(/C=N/NC(=O)c3ccco3)sc2=O)c1	0.99	4	22	-3	1	-4	0.96	-2	-2
CC(C)(C)NC(=O)NC(=O)COC(=O)c1cccc(NS(=O)(=O)c2ccc(F)c(F)c2)c1	0.91	10	13	-2	9	0	0.9	-3	-1
COc1ccccc1-n1c(=O)oc2ccc(Cl)cc2c1=O	1.1	2	30	-9	-15	-6	0.98	-4	5
O=C(Cn1cccc1)N1CCN(C(c2ccccc2)c2ccccc2)CC1	1.1	14	7	0	-11	1	0.86	-4	-9
CCOc1ccc(S(=O)(=O)NC(C)C)cc1C(N)=O	0.88	15	15	-6	12	-3	0.85	-1	2
CS(=O)(=O)c1ccc(CNC(=O)C2(C(F)(F)F)C/C(=C/CCO)CCCO2)cc1 (configuration not stated)	0.93	-5	11	-13	7	-5	1.1	-5	-2
Cc1ccc(Nc2nc(C)nc3c2oc2ccccc23)cc1	0.96	-2	-5	-11	4	2	1	-4	3
COc1cc(O)c(C(CCN2CCN(c3ccccc3)CC2)c2ccc3c(c2)OCO3)c(OC)c1 (configuration not stated)	0.99	-2	24	-16	0	-6	1	-8	-3
Cc1cc(C)cc(OCC(=O)N2N=C(c3cccnc3)CC2(O)C(F)(F)F)c1 (configuration not stated)	0.95	4	2	-4	5	-2	0.96	-1	1
O=C(Nc1nnc(SCCN2CCOCC2)s1)C1CC(=O)N(c2ccc(F)cc2)C1 (configuration not stated)	0.8	9	16	0	20	2	0.91	-3	-3
O=C(Nc1ccc(Cl)cn1)C1COc2ccccc2O1 (configuration not stated)	1.1	-5	-6	3	-12	4	1	-2	3
COc1ccc(C(=O)Nc2cccc(NC(=O)c3cccs3)c2)cc1	0.85	5	23	-5	15	2	0.95	-3	2
O=C(O)c1cccc(N2C(=O)CSC2c2c(F)cccc2Cl)c1 (configuration not stated)	1.1	-5	6	4	-10	2	1	-1	0
CC1CC(C)CN(CCCNC(=O)c2cc3c(=O)[nH]c4ccccc4c3n2C)C1 (configuration not stated)	1.1	11	5	1	-12	5	0.89	-4	0
Cc1cccc(Nc2nc(N3CCCCC3)nc(N3CCCCC3)n2)c1	0.88	-5	8	-1	12	-2	1	-4	0
C=CCOc1ccccc1CNCCNC(=O)c1nonc1N	1	8	1	0	-2	3	0.92	-1	-1
CCCC(=O)OCC(=O)Nc1cc(C(C)(C)C)nn1-c1ccccc1	0.98	8	14	-2	2	-1	0.92	1	4
CCOC(=O)C1=CN(Cc2cccc(F)c2)S(=O)(=O)NC1c1ccc(F)c(Cl)c1 (configuration not stated)	·	10	·	7	·	4	0.9	·	2
Cc1cc(OCC(=O)N(C)C2CCCCC2)cc(C)c1Cl	1.1	-10	29	-4	-10	0	1.1	2	2
COC(=O)c1ccc(-n2nnnc2SC)cc1	0.97	0	16	15	2	1	1	-4	2
Cn1c(CN2CCCC2)nc2cc(NC(=O)COc3ccc(Cl)cc3)ccc21	1.1	-6	-2	-11	-14	-4	1.1	-1	-24
CCN1C(=O)C(=O)N(CC(=O)Nc2ccccc2Oc2ccccc2)C1=O	0.99	-2	15	-8	1	-1	1	0	-1
CNC(=S)NNC(=O)c1cccn(Cc2cccc(C(F)(F)F)c2)c1=O	1.9	11	6	-8	-94	-5	0.89	-3	-2
CCOC(=O)C1=C(C)Nc2ccccc2N=C1NC(=O)c1oc2ccccc2c1COC	0.98	5	14	-1	2	1	0.95	0	-2
CC(C)OCCCN1C(=O)c2ccccc2C1C(=O)NC1CCCCC1 (configuration not stated)	0.95	-7	13	-5	5	0	1.1	5	1
Additional results follow:
SMILES	hIAP activ	mIAP inh	NALP3 yeast inh	A3G deaminase	hIAP inh	APOBEC3A inh	mIAP activ	MIN6 prolif	SENP1 inh
CCOC(=O)c1c(-c2ccsc2)csc1N	0.99	12	-6	1	1	-1	0.88	-2	8
COc1ccc(NC(=O)C(C)SCc2ccccc2)cc1 (configuration not stated)	1.1	2	49	-7	-15	2	0.98	-3	1
Cc1ccc2oc(=O)n(CC(=O)O)c2c1	0.93	6	11	-3	7	0	0.94	3	-1
O=C(CCC(=O)N(CC(=O)NC1CCCC1)c1ccccc1F)Nc1nccs1	1.1	2	12	-8	-7	-2	0.98	-3	1
Cc1nnc(N/N=C/c2ccco2)n1N	1	5	16	-2	-4	3	0.95	0	2
O=C(CCCCCn1c(=O)[nH]c2ccsc2c1=O)N1CCN(C2CCCCC2)CC1	0.95	13	4	-2	5	0	0.87	2	1
COc1ccccc1/C=N/NC(=O)c1ccc(Br)cc1	0.84	12	0	-4	16	-4	0.88	-3	1
COc1ccc(C2(CNC(=O)Cc3ccccc3)CCCC2)cc1OC	0.98	2	-4	-3	2	-2	0.98	-2	1
CS(=O)(=O)NCCSCc1c(F)cccc1Cl	0.89	7	9	-3	11	-1	0.93	0	1
CN(C)C(=S)Nc1ccc2c(c1)OCO2	0.94	12	8	39	6	2	0.88	-4	-1
CCSc1nc2nc(C)cc(C)n2n1	0.93	-11	-3	-5	7	0	1.1	3	2
COc1ccc(C(=O)N/C(=C/c2cccc3ccccc23)C(=O)NCCc2c[nH]c3ccccc23)cc1OC	1	-4	-11	-4	-5	-1	1	4	-3
CCN1C(=O)[C@H]2[C@H]3CN=C(SCc4ccccc4)N3[C@@](Cc3ccccc3)(C(=O)OC)[C@H]2C1=O	·	-13	·	-3	·	1	1.1	·	2
COC(=O)CN(C)C(=O)c1ccccc1OC1CCN(S(C)(=O)=O)CC1	1	-15	2	2	-4	-4	1.2	2	-3
CCn1nccc1C(=O)Nc1ccc(C)c(C)c1	1.1	0	21	-6	-9	-5	1	-1	-3
Cc1cccc(NC(=O)CSCC(=O)NNC(=O)c2ccoc2C)c1	1.6	6	2	-6	-57	-3	0.94	-6	-2
CCOC(=O)c1nnc2cc(C)nn2c1C	0.89	-2	2	-5	11	0	1	-1	-1
CNS(=O)(=O)c1cccc(C(=O)OCC(=O)Nc2cc(F)ccc2F)c1	1	-11	11	4	-1	4	1.1	-1	0
CC(C)c1onc(C(=O)N(C)C2CCCCC2)c1[N+](=O)[O-]	0.81	6	27	-6	18	-2	0.94	2	3
CCc1ccccc1NC(=S)N(CCCN1CCOCC1)Cc1cccs1	1	3	16	-6	0	0	0.97	0	2
C=CCSc1nnc(-c2ccccc2N=Cc2c(C)[nH]n(-c3ccccc3)c2=O)c(=O)[nH]1	0.99	5	14	-5	1	-6	0.95	1	6
COc1ccccc1NC(=O)CCN1CCN(c2ccc(Cl)cc2)CC1	1.1	-7	25	-6	-6	0	1.1	-1	2
Fc1ccc(CSc2nsc(SCc3ccc(F)cc3)n2)cc1	1	0	-2	-4	-1	-3	1	-2	-2
CN(CC(=O)Nc1cccc(F)c1)C(=O)c1cn(-c2ccccc2)nc1-c1ccccc1	1.1	-15	13	-9	-6	-1	1.2	-3	-1
